M. tuberculosis GlmU – inhibition of mycobacterial GlmU enzyme – biochemical, glucosamine-1-phosphate acetyltransferase (AID 1376); M. tuberculosis GlmU acetyltransferase enzyme assay; higher % means a stronger effect; inhibition, %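 (tested at 30 µM in the primary screen)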; hits with a dose series show IC50 in µM; hit rate 0.25% among 220,000; in the data active = inhibition above about 13%;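 also: 0% = complete reaction with vehicle and 100% = reaction without substrate; strong numbers were not always called active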
Mtb RmlCD inh – inhibitors of Mycobacterium tuberculosis RmlC and RmlD coupled enzymes. P9WH09+P9WH11. RmlC+RmlD coupled enzyme assay, percent inhibition; primary screen in compound mixtures. inhibition, % at 3.6 µM. hit rate 0.03% among 160,000. AID 1533; in the data active = inhibition mostly above about 34%, no sharp cut-off; also: some results filed as inactive read as strong as hits
Target sequence (P9WH09 whole entry, looked up): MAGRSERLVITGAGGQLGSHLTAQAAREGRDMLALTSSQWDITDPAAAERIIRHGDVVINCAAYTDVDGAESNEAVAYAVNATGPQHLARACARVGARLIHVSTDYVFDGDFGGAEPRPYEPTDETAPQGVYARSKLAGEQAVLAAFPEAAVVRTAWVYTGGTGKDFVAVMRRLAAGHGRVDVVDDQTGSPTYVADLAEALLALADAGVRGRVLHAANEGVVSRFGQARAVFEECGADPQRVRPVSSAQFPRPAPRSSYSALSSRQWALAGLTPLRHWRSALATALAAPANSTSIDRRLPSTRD
Target sequence (P9WH11 whole entry, looked up): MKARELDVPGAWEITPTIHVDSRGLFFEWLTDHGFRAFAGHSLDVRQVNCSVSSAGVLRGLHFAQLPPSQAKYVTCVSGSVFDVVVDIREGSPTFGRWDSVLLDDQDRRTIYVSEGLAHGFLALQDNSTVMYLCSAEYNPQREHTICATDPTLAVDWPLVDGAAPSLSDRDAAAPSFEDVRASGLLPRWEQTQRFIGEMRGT
The depositor's hits bear a star; . = not tested or not shown. This is a subset (hit frequency here may not be typical).

SMILES	M. tuberculosis GlmU	Mtb RmlCD inh
Cc1ccc(C2C(C#N)=C(N)N(c3cccnc3)C3=C2C(=O)CCC3)c(C)c1 (stereo unspecified)	3.0%	-8
Cc1ccc(N2CCN(C(=O)CCc3nc4ccccc4[nH]3)CC2)c(C)c1	3.1%	.
O=Cc1c(N2CCN(c3ccccc3)CC2)nc2ccccn2c1=O	-3.2%	-7
Cc1ccc(NC(=O)C2C(=O)N(C)c3ccccc32)cc1 (stereo unspecified)	0.0%	8
Cn1cnnc1SCc1ccccc1Br	-1.3%	.
Cc1ccccc1C(=O)NC(=S)Nc1ccccc1N1CCCC1	1.1%	-8
NC(=O)C1CC(=O)N(c2ccc(OCc3ccc(Cl)cc3Cl)cc2)C1 (stereo unspecified)	-4.3%	-9
COc1ccccc1NC(=O)C1CCN(c2ncccn2)CC1	1.5%	.
CC(=O)c1c(C)[nH]c(C(=O)Nc2cc(C)cc(C)c2)c1C	1.7%	.
CCn1nnnc1NC(=O)c1cc(OC)c(OC)c(OC)c1	-3.5%	7
Cc1ccc(NC(=O)C2CCC(=O)N2)cc1C (stereo unspecified)	2.4%	.
Nc1cc(S(=O)(=O)Nc2ccc(Cl)cc2)ccc1N1CCOCC1	4.6%	6
CC(=O)NC(=S)Nc1ccc2oc(=O)ccc2c1	0.1%	2
C=CCc1ccc(OCCn2cccc2C=O)c(OC)c1	0.9%	-6
CCCCOc1ccc(CON(C(C)=O)C(C)=O)cc1Cl	0.6%	-11
COc1ccc(CCn2c(O)c(/C=N/N3CCCCC3)c(=O)[nH]c2=O)cc1OC	-2.5%	20
O=C1NCCc2cc3c(cc21)OCO3	3.8%	.
CC1=Nc2ccccc2N=C(NC(=O)CN2CCN(c3ccccc3)CC2)C1c1ccccc1 (stereo unspecified)	-3.9%	3
CC(C)c1ccc2[nH]c(O)c(N=NC(=S)NCCc3ccccc3)c2c1	4.6%	-6
Cc1ccc(-c2[nH]c3cc(C(=O)NCCCn4ccnc4)ccc3c(=O)c2O)cc1	-5.6%	-12
CC1CN=C(Nc2cccc(S(=O)(=O)N(C)C)c2)S1 (stereo unspecified)	-7.3%	.
Cc1ccc2nsnc2c1NS(=O)(=O)c1c(C)ccc2nsnc12	-0.6%	.
CCOc1ccc(-c2cc(N)n(S(=O)(=O)c3cccc4nsnc34)n2)cc1	-3.9%	9
O=S(=O)(c1ccccc1)c1nc(-c2ccco2)oc1N1CCCCCC1	0.0%	5
Cc1nc(C)c(CC(=O)N2CCc3c([nH]c4ccccc34)C2c2ccccn2)s1 (stereo unspecified)	-4.8%	.
CN(C(=O)COC(=O)C1c2ccccc2Oc2ccccc21)C1CCS(=O)(=O)C1 (stereo unspecified)	-2.6%	.
CC1CCCCC1NC(=O)CCn1c(=O)oc2ccccc21 (stereo unspecified)	4.0%	.
CC(Sc1ccc2c(c1)OCCO2)C(=O)Nc1ccc2c(c1)OCO2 (stereo unspecified)	-1.7%	0
COc1cc(C(=S)N2CCOCC2)cc(OC)c1O	-1.8%	-7
CSc1cccc(NC(=O)/C=C/c2cccc(Cl)c2)c1	-0.4%	.
Cc1c(Cl)cccc1NC(=S)N1CCC(C(N)=O)(N2CCCCC2)CC1	3.6%	.
C=CCNC(=O)CSc1n[nH]c(-c2cc(Cl)ccc2OC)n1	-4.3%	0
COc1cc(Br)c(CCNC(=O)Cc2ccccc2)cc1OC	6.3%	10
C/C(=N\Nc1ccccc1)c1c(O)cc(C)oc1=O	7.7%	8
CCOC(=O)c1ccc(N2C(=O)c3n[nH]c(C)c3C2c2ccco2)cc1 (stereo unspecified)	0.2%	.
CCOc1ncccc1C(=O)Nc1ccc(OC)c(S(=O)(=O)N2CCCCC2)c1	-4.7%	-12
C=CCC(C=C)[N+]1(CC(=O)OC)CCCCC1 (stereo unspecified)	-2.2%	9
CCOc1ccc(-n2nc3c(=O)n(CCN4CCCCC4)nc(C)c3c2C)cc1	-5.3%	-12
Cn1nc(CC(=O)Nc2cccc3ncccc23)c2ccccc2c1=O	2.0%	15
CC1CCN(c2nc3nonc3nc2Nc2ccc(F)cc2)CC1	-3.1%	-13

Some of these compounds in order of heavy-atom count, ascending.
SMILES	M. tuberculosis GlmU	Mtb RmlCD inh
CC(=O)c1c(C)[nH]c(C(=O)Nc2cc(C)cc(C)c2)c1C	1.7%	.
CCn1nnnc1NC(=O)c1cc(OC)c(OC)c(OC)c1	-3.5%	7
Cc1ccccc1C(=O)NC(=S)Nc1ccccc1N1CCCC1	1.1%	-8
CCOc1ccc(-c2cc(N)n(S(=O)(=O)c3cccc4nsnc34)n2)cc1	-3.9%	9
COc1ccc(CCn2c(O)c(/C=N/N3CCCCC3)c(=O)[nH]c2=O)cc1OC	-2.5%	20

More entries.
SMILES	M. tuberculosis GlmU	Mtb RmlCD inh
N#CCc1nn(-c2ccc(F)cc2)c(N)c1C#N	-0.7%	.
O=C(CN1CCN(Cc2ccccc2)C1=O)NCc1ccc(Cl)cc1	6.1%	-8
CC(OC(=O)CCN1C(=O)c2cccc([N+](=O)[O-])c2C1=O)C(=O)Nc1cc(Cl)cc(Cl)c1 (stereo unspecified)	-0.8%	6
CCCNC(=O)c1c(CSc2ccccc2)noc1C(=O)NCc1ccccc1	4.8%	-9
O=C(CSc1nnc(Cc2ccccc2)o1)NCCN1C(=O)CSC1=O	5.0%	-4
COc1cccc(C(=O)N(Cc2cc3cc(C)ccc3[nH]c2=O)C(C)C)c1	0.5%	-10
COC(=O)[C@H](CC(C)C)NC(=O)N1CCN(c2cccc(C(F)(F)F)c2)CC1	-0.1%	23
CC(=O)c1cccc(NC(=O)CCNS(=O)(=O)c2cccc(C(C)=O)c2)c1	-2.4%	.
COC(=O)c1cc(Nc2cc(C)c3ccc(O)cc3n2)cc(C(=O)OC)c1	3.4%	-6
O=C(NCCc1ccccc1)C(=O)NC1CCCCC1	-3.6%	18

Reprinted from the part before: 4 entries; new compounds follow.
SMILES	M. tuberculosis GlmU	Mtb RmlCD inh
COC(=O)[C@H](CC(C)C)NC(=O)N1CCN(c2cccc(C(F)(F)F)c2)CC1	-0.1%	23
CC(=O)c1cccc(NC(=O)CCNS(=O)(=O)c2cccc(C(C)=O)c2)c1	-2.4%	.
COC(=O)c1cc(Nc2cc(C)c3ccc(O)cc3n2)cc(C(=O)OC)c1	3.4%	-6
O=C(NCCc1ccccc1)C(=O)NC1CCCCC1	-3.6%	18
CSc1nc(C(=O)N2CCc3c([nH]c4ccccc34)C2c2ccccn2)cs1 (stereo unspecified)	-6.1%	-5
Cc1cc(C)cc(CC2CC(=O)N(c3ccc(Cl)cn3)C2=O)c1 (stereo unspecified)	-4.5%	.
O=C(N1CCCCCC1)N1CCN(S(=O)(=O)c2ccccc2)CC1	5.8%	-4
Cc1cc(Nc2cccc([N+](=O)[O-])c2)c2cccc(C)c2n1	2.1%	.
COC(=O)C(O)(NC(=O)OCc1ccccc1)C(F)(F)F (stereo unspecified)	13%*	9
O=C(NC1CCSC1=O)c1ccc(Cl)cc1 (stereo unspecified)	3.6%	.
COc1ccccc1N1C(=O)C2C(C(=O)c3ccccc3)=NN(c3ccc(Br)cc3)C2C1=O (stereo unspecified)	1.7%	-15
O=C1CCCC2(O)C1C(c1cccc(Br)c1)NC(=O)N2Cc1ccccc1 (stereo unspecified)	1.4%	-8
CCCCNC(=O)C1C2C=CC(C2)C1C(=O)O (stereo unspecified)	-2.2%	.
O=C(COC(=O)c1cc[n+]([O-])cc1)Nc1ccc([N+](=O)[O-])cc1	1.5%	-8
COc1ccc(-n2c(=O)c3ccccc3n(CC(=O)NC3CCCCC3)c2=O)c(OC)c1	2.3%	7
C=CCNc1ccc(F)c(F)c1N1CCCCCC1=O	-5.7%	.
CSCC[C@H](NC(=O)NCCc1ccc(F)cc1)C(=O)O	7.5%	4
CCOC(=O)c1ccc(N=c2sc(C(=O)OC)cc(=O)n2C2CC2)cc1	0.0%	18
CCCCC(=O)Nc1nnc(-c2ccco2)o1	-1.1%	.
O=C(O)CSC1CC(=O)N(c2cccc(Cl)c2)C1=O (stereo unspecified)	2.1%	.
CCOC(=O)c1sc(N=NC2=C(O)CC(C)(C)CC2=O)c(C(=O)OCC)c1C	-6.1%	-5
CN(C)S(=O)(=O)c1ccc(C(=O)NCc2ccccc2)cc1	-3.4%	.
O=C(c1ccco1)N1CCN(C(=O)N2CCOCC2)CC1	-6.5%	-4
O=C(c1coc2ccccc2c1=O)N1CCN(c2cccc(C(F)(F)F)c2)CC1	.	0
CCOC(=O)CNC(=S)N(Cc1ccccc1)Cc1cccnc1	5.6%	29
CCCN(CCC)S(=O)(=O)c1ccc(C(=O)NNC(=O)c2cc(OC)c(OC)c(OC)c2)cc1	2.4%	-11
OCCN(CCO)CC(O)CN(c1ccccc1)c1ccccc1 (stereo unspecified)	0.4%	.
O=C1CCC(NC(=O)c2ccccc2)C(=O)N1 (stereo unspecified)	-3.7%	.
CCCC(NC(=O)c1ccco1)c1nc2ccccc2[nH]1 (stereo unspecified)	1.8%	-6
O=C(Nc1ccccc1)Nc1ccc(Oc2ncnc3cc(Cl)ccc23)nc1	1.2%	27
O=C(c1ccccc1)C1CCN(CC(=O)N2CCN(c3ccccc3)CC2)CC1	-1.5%	5
NC(=O)c1ccc(C(F)(F)F)n(Cc2ccccc2Cl)c1=O	-3.6%	-11
C=C(C)CSc1nc2ccccc2c(=O)n1-c1c(C)n(C)n(-c2ccccc2)c1=O	-2.4%	-12
C=C(C)COc1ccc(-c2[nH]ncc2-c2ccccc2OC)c(O)c1	1.3%	.

Brought forward from above: seven entries, followed by the next part.
SMILES	M. tuberculosis GlmU	Mtb RmlCD inh
O=C1CCC(NC(=O)c2ccccc2)C(=O)N1 (stereo unspecified)	-3.7%	.
CCCC(NC(=O)c1ccco1)c1nc2ccccc2[nH]1 (stereo unspecified)	1.8%	-6
O=C(Nc1ccccc1)Nc1ccc(Oc2ncnc3cc(Cl)ccc23)nc1	1.2%	27
O=C(c1ccccc1)C1CCN(CC(=O)N2CCN(c3ccccc3)CC2)CC1	-1.5%	5
NC(=O)c1ccc(C(F)(F)F)n(Cc2ccccc2Cl)c1=O	-3.6%	-11
C=C(C)CSc1nc2ccccc2c(=O)n1-c1c(C)n(C)n(-c2ccccc2)c1=O	-2.4%	-12
C=C(C)COc1ccc(-c2[nH]ncc2-c2ccccc2OC)c(O)c1	1.3%	.
COc1ccc(CCNC(=O)CN(C)S(=O)(=O)c2ccc(Br)s2)cc1OC	-1.3%	.
Cn1ccnc1SCC(=O)c1ccc([N+](=O)[O-])cc1	-0.4%	9
COc1ccc(NC(=O)CSc2ccc3ccccc3c2)cc1S(=O)(=O)N1CCCCC1	3.7%	-10
Cc1cc(N(C)/N=C/c2ccccc2O)nc(-c2ccccc2O)n1	-4.0%	4
Cc1cc(C(F)F)n2nc(C(=O)O)nc2n1	1.6%	.
Cc1nnc(SCCN2C(=O)c3ccccc3C2=O)[nH]c1=O	3.4%	0
CCn1c(CNc2ccc(F)cc2)nnc1SCC#N	0.9%	2
CCSc1nnc(NC(=O)COc2ccc(Cl)cc2)s1	-1.0%	-9
CCN(CC)C1=N/C(=C\c2ccc(OC)cc2)C(=O)N1c1ccccc1	2.0%	.
C=CCNc1cc(C)oc(=O)c1C(=O)CCC	3.9%	.
O=C(Nc1ccc(CN2CCCCC2)cc1)c1cc(Br)ccc1Cl	1.1%	-15
CCC(C)NC(=S)N1CCN(Cc2ccccc2)CC1 (stereo unspecified)	-3.6%	2
Cc1nn(C)c(Cl)c1NC(=O)OCc1ccc(Cl)cc1Cl	.	-3
CC(C)CC(NC(N)=O)C(=O)NCc1ccccc1Cl (stereo unspecified)	1.4%	-1
Cc1cc(C)cc(NC(=O)N2CCCN(Cc3c(F)cccc3Cl)CC2)c1	8.1%	-7
C=CCN1C(=O)C(O)=C(C(C)=O)C1c1ccccc1F (stereo unspecified)	2.2%	9
COc1ccccc1-n1c(C)nc2cc(C(=O)NCc3ccc4c(c3)OCO4)ccc21	-1.6%	-6
CC(C)c1ccc(NC(=O)COC(=O)CCC(=O)c2cccs2)cc1	2.9%	0
COc1ccc(NC(=O)CC(NCc2ccccn2)C(=O)O)cc1 (stereo unspecified)	-2.7%	.
O=C(O)CCC(=O)Nc1ccc(-c2nnc(-c3ccco3)o2)cc1	1.8%	.
O=C(C1=C(O)C(=O)N(Cc2ccco2)C1c1ccccc1F)c1cccs1 (stereo unspecified)	-1.4%	3
CC(C)[C@H](NS(=O)(=O)c1ccc2c(c1)OCCO2)C(=O)OCC(=O)Nc1cccc(Cl)c1Cl	0.4%	52
COc1cccc(NC(=O)NC2CCN(Cc3nnnn3Cc3ccc(F)cc3)CC2)c1	-2.0%	0
COC(=O)c1[nH]c2cccc(OC)c2c1NC(=O)CN1CCC(C(N)=O)(N2CCCCC2)CC1	4.5%	8
C#CCOCCOCCOCCNc1nc(N2CCN(C(=O)[C@H](C(C)C)n3cc(CCO)nn3)CC2)nc(N2CCN(C(=O)[C@H]([C@@H](C)CC)n3cc(CCCCN)nn3)CC2)n1	-3.6%	.
O=C(CN(Cc1ccc(F)cc1)C(=O)C1CSC(=O)C1)NC1CCCCC1 (stereo unspecified)	-6.4%	68
c1ccc2oc(-c3csc(N4CCOCC4)n3)cc2c1	-0.4%	-5
O=C(COC(=O)c1ccccc1C(=O)c1ccccc1)c1ccco1	-0.5%	11
COc1ccc(S(=O)(=O)NCCC(C)C)cc1C	-2.8%	.
CN1c2ccsc2/C(=N/NC(=O)c2c(F)cccc2F)CS1(=O)=O	-2.1%	.
Cc1scc(C(=O)NNC(=S)NCC(C)C)c1C	-0.2%	3
Cc1cc(OCC(=O)O/N=C(\N)c2ccccc2)ccc1Cl	0.8%	-14
CC1(C)Cc2cccc(C(=O)Nc3ccc(F)cc3F)c2O1	-3.6%	.
CCOC(=O)C(C)Sc1snnc1C (stereo unspecified)	0.9%	.

High-throughput results from PubChem BioAssay.
